# Screening results from PubChem.
# PP5 inh: inhibitors of human protein phosphatase 5 (PP5) | inhibition, % at 6.7 µM | purified PP5c, OMFP substrate fluorescence | P53041 | 320,000 tested, 0.18% active;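 active means inhibition above the campaign's mean inhibition across all tested compounds plus 3 SD, cut at about 9.5% in these data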;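 further: 0% = DMSO only and 100% = 100 µM cantharidin control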
# procasp3 activ: activators of human procaspase-3; P42574; recombinant procaspase-3 D3A, Ac-DEVD-pNA absorbance 405 nm; activation, % at 8.5 µM; 330,000 tested, 0.11% active;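 active means activation above the mean of all tested compounds plus 3 SD, cut at about 21% in these data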;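 further: 0% = DMSO alone and 100% = DMSO wells spiked with extra 5 µM PC-3 D3A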
# Target sequence (P42574 whole entry D9A/D28A/D175A): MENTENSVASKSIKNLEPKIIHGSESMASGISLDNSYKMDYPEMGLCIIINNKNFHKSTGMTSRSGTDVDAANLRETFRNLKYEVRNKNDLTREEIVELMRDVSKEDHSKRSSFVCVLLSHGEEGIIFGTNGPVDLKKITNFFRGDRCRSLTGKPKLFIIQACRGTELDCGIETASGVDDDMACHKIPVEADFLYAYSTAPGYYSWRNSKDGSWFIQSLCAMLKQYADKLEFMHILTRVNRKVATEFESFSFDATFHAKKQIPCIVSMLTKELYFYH
#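 Assay system – Procaspase-3 D3A mutant · Benchmarks – DMSO low control, extra-enzyme high control · Technique – 405 nm absorbance of p-nitroaniline, reads at 0 and 120 min · Doses – 8.5 µM nominal · Measure – % activation between DMSO and enzyme-spiked controls · Also added – Ac-DEVD-pNA chromogenic peptide substrate · Schedule – 1 h compound preincubation, 2 h substrate hydrolysis at 25 °C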
# proCasp7 act: counter-screen for procaspase-3 activators: activators of human procaspase-7. recombinant procaspase-7, Ac-DEVD-pNA absorbance 405 nm; D23A/D198A/D206A triple mutant, cannot self-cleave; scale: DMSO 0, 5 µM enzyme 100. activation, % at 8.5 µM. 330,000 tested, 0.093% active. AID 463210;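 active means percent activation above the screen-wide mean plus 3 SD, cut at about 25% in these data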
# Target sequence (P55210 whole entry D23A/D198A/D206A): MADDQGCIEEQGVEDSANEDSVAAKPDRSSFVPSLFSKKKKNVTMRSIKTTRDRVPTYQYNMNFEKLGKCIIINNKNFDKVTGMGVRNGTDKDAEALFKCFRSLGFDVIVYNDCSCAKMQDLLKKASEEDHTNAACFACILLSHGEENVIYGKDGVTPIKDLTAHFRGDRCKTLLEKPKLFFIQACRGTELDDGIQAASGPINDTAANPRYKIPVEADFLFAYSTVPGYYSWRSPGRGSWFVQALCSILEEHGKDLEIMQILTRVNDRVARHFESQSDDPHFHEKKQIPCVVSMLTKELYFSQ
#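 System: Uncleavable procaspase-7 mutant enzyme; Amount: 2 µM procaspase-7 mutant as dispensed; Schedule: 1 h compound preincubation, 2 h substrate cleavage, 25 °C; Measured by: 405 nm absorbance of p-nitroaniline; Evaluation: percent activation from buffer-corrected 0–120 min absorbance change; Control set: low DMSO alone, high DMSO plus 5 µM PC-7.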
# core dimer inh: HCV core protein dimerization inhibition. inhibition, % at 5 µM. 300,000 tested, 0.33% active. AID 1899. TR-FRET GST/Flag-core106 dimerization, 1536-well;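 active means inhibition above the mean of all tested compounds plus 3 SD, set per screening campaign, cut at about 45% in these data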
#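 Material: Tagged HCV core106 pair (GST and Flag) | Amount: GST-core106 13.5 nM, Flag-core106 17 nM | Medium: KF-containing HEPES buffer, pH 7.45, DTT, CHAPS, BSA | Reagent: Eu donor and XL665 acceptor anti-tag antibodies | Schedule: 4 h at 22.5 °C | Technique: Time-resolved FRET, ex 340 nm, em 617 and 671 nm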
# PP1 counter: counter-screen for PP5 inhibitors: inhibitors of human PP1-alpha; P62136; purified PP1alpha, OMFP fluorescence; inhibition, % at 6.7 µM; 320,000 tested, 0.9% active; AID 2235;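 active means inhibition above the mean inhibition of all tested compounds plus 3 SD, computed separately for each screening campaign, cut at about 15% in these data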
# Target sequence (P62136 whole entry, looked up): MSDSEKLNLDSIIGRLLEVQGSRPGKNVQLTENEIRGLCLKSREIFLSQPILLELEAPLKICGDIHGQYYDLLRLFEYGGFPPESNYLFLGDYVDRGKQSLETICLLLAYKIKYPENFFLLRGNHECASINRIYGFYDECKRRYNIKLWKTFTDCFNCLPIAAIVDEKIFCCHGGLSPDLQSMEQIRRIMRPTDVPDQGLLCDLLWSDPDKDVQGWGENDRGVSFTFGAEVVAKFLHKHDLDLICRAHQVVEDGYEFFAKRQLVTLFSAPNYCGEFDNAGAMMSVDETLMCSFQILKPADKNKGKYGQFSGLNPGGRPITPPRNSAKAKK
# TPT1 inhibitor: blocks Candida albicans tRNA 2'-phosphotransferase | inhibition, % at 5 µM | recombinant caTPT1, FP RNA substrate dephosphorylation | 300,000 tested, 0.81% active | AID 1962;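 active means inhibition above the mean of all tested compounds plus 3 SD, set per screening campaign, cut at about 24% in these data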;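 further: plate controls were DMSO alone for no effect and ferristatin control at 100 nM for full effect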
# Fh CTSL1 inh: blocks F. hepatica cathepsin L1 in PFM18AAP counter-screen. recombinant F. hepatica cathepsin L1, Z-Leu-Arg-MCA fluorescence. inhibition, % at 5.96 µM. 300,000 tested, 0.49% active;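 active means inhibition above the mean of all tested compounds plus 3 SD, set per screening campaign, cut at about 17% in these data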;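 further: 0% = plate median of test compound wells and 100% = 1 µM Z-Phe-Ala-diazomethylketone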
# PAFAH2 FP inh: PAFAH2 (human) inhibition; inhibition, % at 3.39 µM; recombinant PAFAH2, FP-rhodamine activity probe, fluorescence polarization; 340,000 tested, 0.99% active;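 active means inhibition above the mean over all tested compounds plus 3 SD, cut at about 30% in these data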;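 further: inhibitors block probe labeling of enzyme so polarization drops; 0% = enzyme with DMSO and 100% = wells lacking PAFAH2 protein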
# AHR activator: human AHR activation | P35869 | AHR-responsive luciferase reporter cells, luminescence | activation, % at 5 µM | 320,000 tested, 2.5% active | AID 2796; in the data active means activation above about 47%;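 further: 0% = vehicle wells and 100% = reference agonist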
# * marks the source's active call; other numbers are inactive results; · = no result given.
SMILES,PP5 inh,procasp3 activ,proCasp7 act,core dimer inh,PP1 counter,TPT1 inhibitor,Fh CTSL1 inh,PAFAH2 FP inh,AHR activator
O=C(O)CCC(=O)Nc1ccc(Sc2ccc([N+](=O)[O-])cc2)cc1,1.1,-6,2,-6,1,1,0,-1,0
Cc1cccc(C)c1NC(=O)CSc1nnc(-c2cnccn2)n1C,-0.2,5,8,-2,-1,-3,0,5,2
O=c1[nH]ncc2c3ccccc3n(Cc3cccc(Cl)c3)c12,0.8,4,-1,13,1,69*,-2,10,8
COc1ccc(NC(=S)N2CCC(C(=O)c3ccc(C)cc3)CC2)c(OC)c1,1.4,-8,-21,7,2,-6,1,2,0
COc1ccc(NS(=O)(=O)c2cccc(C(=O)NNC(=O)c3cccn3C)c2)cc1,0.5,7,-5,71*,3,0,-2,1,6
CN(Cc1ccccc1)c1ccc(C(CC(N)=O)NC(=O)Cc2ccc(Br)cc2)cc1[N+](=O)[O-] (configuration not stated),3.8,-7,8,6,14,0,2,-6,2
COc1ccccc1OCCCC(=O)Nc1ccc2c(c1)OCCO2,-0.4,10,-8,-19,0,-4,-1,-1,1
Cc1ccc(-c2cc(C(=O)NC3=NCCS3)c3cc(Br)ccc3n2)o1,4.2,-9,-14,51*,19*,17,-1,·,15
CN1CCCN(C(=O)c2ccc(Cl)cc2)CC1,2.1,4,-13,-5,-2,1,-4,-3,-1
CC(NC(=O)CCNC(=O)c1ccco1)c1ccccc1 (configuration not stated),-0.2,-5,-2,2,-1,0,3,-3,0

# Structural class: the entries above with a Cl atom (2)
SMILES,PP5 inh,procasp3 activ,proCasp7 act,core dimer inh,PP1 counter,TPT1 inhibitor,Fh CTSL1 inh,PAFAH2 FP inh,AHR activator
O=c1[nH]ncc2c3ccccc3n(Cc3cccc(Cl)c3)c12,0.8,4,-1,13,1,69*,-2,10,8
CN1CCCN(C(=O)c2ccc(Cl)cc2)CC1,2.1,4,-13,-5,-2,1,-4,-3,-1

# (next part)
SMILES,PP5 inh,procasp3 activ,proCasp7 act,core dimer inh,PP1 counter,TPT1 inhibitor,Fh CTSL1 inh,PAFAH2 FP inh,AHR activator
CCN(CC)S(=O)(=O)c1cccc(NC(=O)CCSc2ccc(Cl)cc2)c1,5.2,0,8,-4,10,2,4,-17,0
O=S(=O)(Nc1cccc(Cl)c1)c1cccc(-n2cnnn2)c1,·,6,8,·,·,·,·,9,1
CN(Cc1cccc(F)c1)C(=O)c1ccc(S(=O)(=O)N2CCOCC2)cc1,-2.9,-7,7,·,-8,·,·,-2,0
COc1ccc(CNC(=O)COc2cc3c(c4oc(=O)cc(C)c24)CCC(C)(C)O3)cc1OC,7.3,15,0,4,0,4,0,8,2
Cc1cc(C)c2nc(C(F)(F)F)nc(NCCCN3CCOCC3)c2c1,3.3,8,11,-7,4,0,1,-6,7
COc1ccc(C2N=C(N)N=C(N)N2c2ccc(C)cc2)cc1 (configuration not stated),-2.0,7,6,-8,-2,0,-1,-6,1
CCc1cc(=O)oc2cc(C)c(CN3CCCC3)c(O)c12,0.1,-4,6,86*,22*,2,-1,23,-1
Clc1ccc(-c2nc(NCCN3CCOCC3)c3ccccc3n2)cc1,2.4,3,-2,-2,2,-2,-2,-3,63*
Cc1ccc(-c2nnn(CC(=O)N(Cc3ccccc3)C(C(=O)NC(C)(C)C)c3ccncc3)n2)o1 (configuration not stated),-0.5,7,1,-1,-2,2,-3,3,-1
CCCCCOc1ccc(C(=O)CCC(=O)NC(C)c2ccc(S(N)(=O)=O)cc2)cc1 (configuration not stated),·,0,10,·,·,·,·,5,-2
CCCCn1[nH]c(-c2ccccc2)cc1=O,1.1,-8,-7,-5,-1,-2,-2,2,0
COc1ccc(N2CCN(c3cc(C)c4ccc(C)cc4n3)CC2)cc1,-1.3,-11,-8,0,0,2,0,8,100*
CCCCc1nnc(NC(=O)CSCc2cc(=O)n3c(C)csc3n2)s1,-3.1,3,12,-1,-1,-2,1,-5,0
Cc1ccc(C2CC2C(=O)NNC(=S)Nc2ccc(Cl)cc2)cc1 (configuration not stated),4.1,8,-14,1,2,0,1,-3,1
COc1ccc(C2C(C(=O)NCc3ccco3)c3ccccc3C(=O)N2C)cc1 (configuration not stated),1.6,12,2,-4,4,0,1,-3,3
C=CCC[C@H](Cc1ccc(F)cc1)C(=O)OC[C@H](C)NC(=O)[C@H](CC=C)CC(=O)N(CCO)Cc1ccccc1,·,1,18,·,·,·,·,-4,0
COc1ccccc1C(=O)Nc1ccccc1N1CCCCC1,1.2,12,-6,10,5,-2,2,7,4
CC(C(=O)NC1CCCCCC1)N(c1ccccc1)S(C)(=O)=O (configuration not stated),0.2,5,2,1,-2,1,-5,-3,1
S=c1[nH]nc(-c2cccnc2)n1/N=C/c1ccc(Br)s1,1.3,-1,-6,1,-3,-2,-2,7,11
COc1cccc(-n2c(SCC(=O)N3c4ccccc4CC3C)nnc2-c2ccco2)c1 (configuration not stated),1.9,-5,4,11,1,2,0,4,3
CN1C(=O)CS(=O)c2ccc(C(=O)NCCC3=CCCCC3)cc21 (configuration not stated),0.0,-10,-13,1,-1,-1,-1,-4,7
COc1ccccc1N(CC(=O)NCCSCc1ccccc1Cl)S(C)(=O)=O,-0.8,2,2,-3,0,-5,5,-3,1
COc1ccc2[nH]c3c(c2c1)CCN1C(=O)N([C@@H](C)C(=O)NCc2ccccc2)C(=O)[C@]31C,-1.2,5,1,3,-2,4,-2,4,0
Cc1cc(=O)[nH]c2ccc(S(=O)(=O)Nc3ccc(O)cc3)cc12,1.3,4,-12,1,3,0,-4,1,0
O=C(NCCN1CCOCC1)N1CCOCC1,0.2,-3,0,-1,-7,0,-2,-2,-1
Cc1nn(CC(=O)O)c(C)c1[N+](=O)[O-],1.5,3,1,-6,-4,-3,-4,12,-1
COc1ccc(C)cc1S(=O)(=O)N1CCCC(C(=O)N2CCN(c3ccccc3F)CC2)C1 (configuration not stated),-0.3,-1,-2,1,-12,-5,7,4,10
C/C(=N/O)c1cc(C(C)(C)C)c(O)c(C(C)(C)C)c1,2.3,-7,-2,-8,1,-1,1,8,-1
O=C1CNC(=S)N1Cc1ccccc1Cl,1.2,-6,-8,-1,7,-2,-2,-8,-1
CC(=O)c1cccc(NC(=O)COc2ccc(S(=O)(=O)N3CCOCC3)cc2)c1,0.0,2,-4,3,-2,-1,-1,7,1

# Entries shown so far containing a COOH group, in the order listed:
SMILES,PP5 inh,procasp3 activ,proCasp7 act,core dimer inh,PP1 counter,TPT1 inhibitor,Fh CTSL1 inh,PAFAH2 FP inh,AHR activator
O=C(O)CCC(=O)Nc1ccc(Sc2ccc([N+](=O)[O-])cc2)cc1,1.1,-6,2,-6,1,1,0,-1,0
Cc1nn(CC(=O)O)c(C)c1[N+](=O)[O-],1.5,3,1,-6,-4,-3,-4,12,-1

# The list goes on.
SMILES,PP5 inh,procasp3 activ,proCasp7 act,core dimer inh,PP1 counter,TPT1 inhibitor,Fh CTSL1 inh,PAFAH2 FP inh,AHR activator
CC(C)c1ccc(NC(=O)C2CCCN2S(=O)(=O)c2ccccc2F)cc1 (configuration not stated),3.3,-3,-2,·,-2,·,·,5,7
CCCCCC(=O)Nc1cc(S(=O)(=O)N2CCOCC2)ccc1N1CCCC1,-0.3,7,7,-7,-2,-2,1,-1,-2
Cc1ccc(Cn2ccc(NC(=O)c3cc(-c4ccc(F)cc4)on3)n2)cc1,1.8,-2,-7,-1,0,-2,-1,5,2
COc1cc(OC)cc(C(=O)n2cnnc2N)c1,-0.3,-3,-9,-13,-1,-2,4,0,8
O=C(O)CC12CC3CC(C1)CC(n1ncc(NCc4ccco4)c(Cl)c1=O)(C3)C2,-1.5,-4,0,-9,-1,-4,0,0,1
O=C(CCC1CCCC1)NC1CCCCC1,3.3,1,1,-4,2,-3,-5,5,0
CC(=O)c1ccc(N2CCN(C(=O)CCCn3c(=O)[nH]c4ccsc4c3=O)CC2)cc1,2.5,4,-7,1,-1,3,2,6,0
O=C(c1ccsc1)N1CCCC(Nc2cccc(F)c2)C1 (configuration not stated),3.0,-5,0,-3,0,-4,-3,0,-2
CCOC(=O)c1c(NC(=O)COC(=O)c2cnc(C)cn2)sc(C(=O)N(C)C)c1C,-1.9,-4,9,2,-8,-1,4,4,3
O=C(C1=C[C@@H](c2csc3ccccc23)C[C@@H](OCc2ccc(CO)cc2)O1)N1CCOCC1,3.5,3,4,4,6,1,0,11,11

# An excerpt from above, reduced to PAFAH2 FP inh:
Compound	PAFAH2 FP inh
CC(C)c1ccc(NC(=O)C2CCCN2S(=O)(=O)c2ccccc2F)cc1 (configuration not stated)	5
CCCCCC(=O)Nc1cc(S(=O)(=O)N2CCOCC2)ccc1N1CCCC1	-1

# Next part.
SMILES,PP5 inh,procasp3 activ,proCasp7 act,core dimer inh,PP1 counter,TPT1 inhibitor,Fh CTSL1 inh,PAFAH2 FP inh,AHR activator
COc1ccc(C(=O)NCCc2nnc(SCc3nc4ccccc4c(=O)[nH]3)n2C)cc1,-1.6,-12,5,-1,-3,-3,5,3,6
Cc1cccn2c(=O)c(/C=C(\C#N)C(=O)NCc3ccco3)c(N3CCCCC3)nc12,1.3,-9,-8,13,2,2,-2,6,-3
CCN(CC(=O)NCc1ccc(Cl)cc1)C(=O)c1cc2ccccc2o1,-0.6,7,5,4,-4,3,2,-3,0
Cn1c(=O)c2c(ncn2CC(O)CNc2cccc(Cl)c2)n(C)c1=O (configuration not stated),-0.9,3,6,-1,3,-1,3,-2,4
COc1ccc(-c2cc(C)no2)cc1S(=O)(=O)N1CCN(c2ccccn2)CC1,4.5,5,-1,1,2,3,-14,7,3
Cc1cc(C)c(S(=O)(=O)n2ccc3ccccc32)c(C)c1,0.8,2,-4,1,-4,1,-2,0,3
Cc1cc(C)nc(Sc2ccc(C=O)cc2[N+](=O)[O-])n1,4.1,-3,13,5,-2,2,3,-6,2

# 2 of these compounds in a different format:
Compound | PP5 inh | procasp3 activ | proCasp7 act | core dimer inh | PP1 counter | TPT1 inhibitor | Fh CTSL1 inh | PAFAH2 FP inh | AHR activator
Cn1c(=O)c2c(ncn2CC(O)CNc2cccc(Cl)c2)n(C)c1=O (configuration not stated) | -0.9 | 3 | 6 | -1 | 3 | -1 | 3 | -2 | 4
COc1ccc(-c2cc(C)no2)cc1S(=O)(=O)N1CCN(c2ccccn2)CC1 | 4.5 | 5 | -1 | 1 | 2 | 3 | -14 | 7 | 3
